# Bioassay records (PubChem BioAssay)
# aDG glyco up: alpha-DG glycosylation activation; AID 624168; hit rate 0.22% among 360,000; Pro5-aDG cells, alpha-DG glycosylation AlphaScreen (IIH6); 0% Pro5, 100% B10-LARGE cell signal; activation, % at 10 µM;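 active = activation of at least 8% versus controls, or a plate z-score of at least 8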;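 note: Pro5 are CHO cells carrying HIG-tagged alpha-DG that lacks glycosylation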
# ABHD5-PLIN5 inh: ABHD5-PLIN5 protein interaction inhibition. inhibition, % at 4 µM. Split G. princeps luciferase complementation, luminescence, 4 h. hit rate 0.78% among 360,000. Q00G26+Q8WTS1. AID 602281;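 active = inhibition above the mean inhibition across every tested compound plus 3 SD, cut at about 22% in these data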;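 note: 0% = DMSO only wells and the 100% control is not disclosed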
# Target sequence (Q00G26 whole entry, looked up): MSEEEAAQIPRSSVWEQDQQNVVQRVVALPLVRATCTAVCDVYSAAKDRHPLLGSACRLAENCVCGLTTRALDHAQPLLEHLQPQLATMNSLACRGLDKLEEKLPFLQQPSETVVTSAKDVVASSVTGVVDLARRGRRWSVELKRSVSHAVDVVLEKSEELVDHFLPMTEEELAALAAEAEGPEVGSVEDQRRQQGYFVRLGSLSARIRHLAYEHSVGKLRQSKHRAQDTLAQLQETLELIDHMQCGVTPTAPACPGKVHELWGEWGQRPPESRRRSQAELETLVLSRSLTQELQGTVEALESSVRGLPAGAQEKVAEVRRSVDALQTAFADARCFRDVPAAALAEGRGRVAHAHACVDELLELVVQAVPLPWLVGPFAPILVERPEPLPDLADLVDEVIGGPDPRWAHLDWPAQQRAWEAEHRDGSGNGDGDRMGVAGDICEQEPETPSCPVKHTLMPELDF
# Target sequence (Q8WTS1 whole entry, looked up): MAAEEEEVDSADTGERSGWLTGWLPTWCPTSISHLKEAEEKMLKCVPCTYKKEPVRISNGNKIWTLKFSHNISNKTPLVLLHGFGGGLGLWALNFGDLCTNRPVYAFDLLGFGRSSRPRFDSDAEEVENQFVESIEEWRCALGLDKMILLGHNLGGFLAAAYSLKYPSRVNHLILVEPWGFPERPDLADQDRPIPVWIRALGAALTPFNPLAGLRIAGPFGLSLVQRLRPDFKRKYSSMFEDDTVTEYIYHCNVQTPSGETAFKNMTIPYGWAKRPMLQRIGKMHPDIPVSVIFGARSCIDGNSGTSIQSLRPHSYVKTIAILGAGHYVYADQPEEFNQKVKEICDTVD
# NOD2 RIPK2 PPI: inhibitors of human NOD2-RIPK2 interaction | O43353 | CHO BLA complementation NOD2-RIPK2, CCF4 ratio | inhibition, % at 4.98 µM | hit rate 0.38% among 360,000 | AID 624267; in the data active = inhibition above about 21%;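 note: 0% = vehicle only and 100% = reference blocker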
# Vif inh: inhibitors of HIV Vif. HEK293T cells, Vif self-association by quenched fluorescence, imaging, 24 h. inhibition, % at 7.49 µM. hit rate 0.35% among 340,000; in the data active = inhibition above about 50%, passing the limit was not always enough; note: some results filed as inactive read as strong as hits
# MC4R antagonist: blocks human MC4R cAMP signaling. AID 540295. inhibition, % at 6.5 µM. P32245. hit rate 0.48% among 360,000. MC4R-expressing cells, MTII-stimulated cAMP, LANCE TR-FRET;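 active = inhibition above its plate's cutoff, the mean of tested wells on that plate plus 3 SD, cut at about 29% in these data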;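 note: 0% = Melanotan II alone and 100% = Melanotan II plus saturating MCL0020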
#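 system = U2OS cells with stable human MC4R expression | also added = Melanotan II challenge after compound preincubation | dosing = one concentration, 6.5 µM nominal | incubation = compound 30 min, challenge 1 h, detection 1 h | measured by = TR-FRET with Eu-cAMP and labeled anti-cAMP, 671 nm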
# MC4R ag barr: agonists of human melanocortin 4 receptor (MC4R) beta-arrestin | P32245 | U2OS MC4R beta-arrestin complementation, luminescence; percent of melanotan II response, DMSO zero | activation, % at 8.9 µM | hit rate 0.98% among 360,000;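 active = activation above a per-plate cutoff, the mean activation of sample wells on that plate plus 3 SD, cut at about 8% in these data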
# TLR9-MyD88 block: blocks human TLR9 binding to MyD88 | inhibition, % at 4.98 µM | CHO BLA complementation TLR9-MyD88, CCF4 FRET ratio | AID 504734 | hit rate 0.21% among 340,000;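 active = inhibition above the mean over all tested compounds plus 3 SD, cut at about 21% in these data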;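 note: 0% = DMSO only wells and 100% = clavulanate BLA inhibitor control wells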
# Glyco luc inh: blocks N-linked glycosylation in D54 reporter cells; D54 ERlucT glycosylation luciferase reporter, 24 h; percent of 100 nM tunicamycin response; hit rate 0.23% among 360,000; AID 588692; reporter increase, % at 12.5 µM;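 active = mean luciferase reporter signal, scaled so untreated is 0 and the glycosylation-blocking control 100, at or above a set limit in every replicate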;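 note: luciferase carries N-glycosylation sites so blocking glycosylation raises the light; 0% = median of neutral control wells and 100% = median of 100 nM tunicamycin wells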
# ABCB6 inh 2: human ABCB6 transporter inhibition; hit rate 0.19% among 360,000; Q9NP58; fluorescence ratio to DMSO, % at 10 µM; K562-ABCB6 porphyrin accumulation, flow cytometry, 1 h; active compounds read low;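 active = fluorescence ratio to DMSO below 75%, the collection mean minus 3 SD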;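 note: signal is porphyrin accumulated inside mitochondria; 100% equals median channel fluorescence of DMSO control wells; lower ratio means ABCB6 inhibition with less porphyrin fluorescence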
# Granule exo inh: lytic granule exocytosis inhibition; inhibition, % at 10 µM; hit rate 0.66% among 360,000; TALL-104 LAMP-1 surface exposure, flow cytometry; cells stimulated with thapsigargin and PMA;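 active = inhibition above about 55%, limit read from the data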
# * = called active by the depositor; nt = not tested or not shown. The list is partial, so the mix of outcomes need not match the whole.
# Every second line gives: aDG glyco up	ABHD5-PLIN5 inh	NOD2 RIPK2 PPI	Vif inh	MC4R antagonist	MC4R ag barr	TLR9-MyD88 block	Glyco luc inh	ABCB6 inh 2	Granule exo inh
O=C(NCc1cccnc1)c1cc(C2CCCCN2C(=O)OCCF)on1 (configuration not stated)
→ 0.1	7	-3	-2	5	-0.8	nt	2	91	7
CCOc1ccc(/C=C2\SC(=S)N(CCC(=O)O)C2=O)cc1
→ 0.2	-1	-14	7	2	0.0	-8	-5	100	4
CC(C)CCN(C(=S)Nc1cccc(F)c1)C(C)c1cccs1 (configuration not stated)
→ 0.0	1	-6	0	14	6.1	-7	0	93	1
COC(=O)c1c(CSc2cccc(C)c2)noc1C(=O)NCc1ccco1
→ 0.0	-4	-5	-16	6	0.5	-3	1	91	4
CC(C)C1OC(c2cccc(NC(=O)c3cccs3)c2)OCC1(C)C (configuration not stated)
→ 0.3	-11	0	-8	2	-0.9	-5	-4	96	0
O=C(NCC1CCCO1)C(c1cccs1)N(C(=O)c1ccc(CN2CCOCC2)o1)c1ccc(Cl)cc1 (configuration not stated)
→ -0.2	9	1	-2	0	1.3	8	2	94	-5
CCC(=O)Nc1sc(C(=O)OC)c(C)c1C(=O)OC
→ 0.2	3	-6	5	6	0.4	3	3	98	-1
O=C(CSc1ccc2nnc(-c3cccc(F)c3)n2n1)N1CCCc2ccccc21
→ 0.0	3	-2	-5	-56	-0.3	1	5	93	-5
OCc1ccc2c(c1)c(-c1ccc3c(c1)OCCO3)c(-c1ccccc1)n2-c1ccccc1
→ 0.1	-6	-1	-4	5	0.9	-1	-2	95	2
CCCCn1c(N)c(N(CCC)C(=O)C2CCCC2)c(=O)[nH]c1=O
→ 0.1	2	-5	-6	6	-2.1	-4	2	100	0

# As entered above:
# CC(C)C1OC(c2cccc(NC(=O)c3cccs3)c2)OCC1(C)C (configuration not stated) in MC4R ag barr is listed with -0.9
# O=C(NCc1cccnc1)c1cc(C2CCCCN2C(=O)OCCF)on1 (configuration not stated) in Vif inh is listed with -2
# CCOc1ccc(/C=C2\SC(=S)N(CCC(=O)O)C2=O)cc1 in ABCB6 inh 2 is listed with 100
# O=C(NCC1CCCO1)C(c1cccs1)N(C(=O)c1ccc(CN2CCOCC2)o1)c1ccc(Cl)cc1 (configuration not stated) in Granule exo inh is listed with -5
# CCCCn1c(N)c(N(CCC)C(=O)C2CCCC2)c(=O)[nH]c1=O in MC4R antagonist is listed with 6
# CCC(=O)Nc1sc(C(=O)OC)c(C)c1C(=O)OC in NOD2 RIPK2 PPI is listed with -6
# OCc1ccc2c(c1)c(-c1ccc3c(c1)OCCO3)c(-c1ccccc1)n2-c1ccccc1 in TLR9-MyD88 block is listed with -1

# Additional records.
# Every second line gives: aDG glyco up	ABHD5-PLIN5 inh	NOD2 RIPK2 PPI	Vif inh	MC4R antagonist	MC4R ag barr	TLR9-MyD88 block	Glyco luc inh	ABCB6 inh 2	Granule exo inh
CCOc1ccc2nc(SCC(=O)Nc3cc4c(cc3C(C)=O)OCO4)[nH]c2c1
→ 0.0	-3	-1	nt	-3	-2.5	4	1	104	0
CCCCn1c(N)c(N(CCC(C)C)C(=O)COC(=O)c2ccco2)c(=O)[nH]c1=O
→ 0.5	0	5	-1	0	-0.5	3	0	95	-1
S=C(NCc1ccccc1)Nc1cccc(Cl)c1
→ 0.1	-5	0	-1	4	-1.9	-2	0	82	0
CCOc1ccc(NC(=O)Nc2cnccn2)cc1
→ 0.6	6	1	-1	5	3.5	-10	3	95	-2
CC[C@]1(C(=O)OC)[C@H]2C(=O)N(Cc3ccccc3)C(=O)[C@H]2[C@H]2CN=C(SCc3ccccc3)N21
→ -0.1	4	-1	-16	3	-0.5	5	9	98	-3
Cc1ccccc1CC(=O)NCC1CCCCC1
→ 0.0	3	-14	-5	7	1.2	-5	0	105	1
c1ccc(NCc2ccncc2)cc1
→ 0.0	-3	-7	0	-5	-0.9	8	0	100	28
COc1ccc(N(CC(=O)NCCSc2ccccc2)S(=O)(=O)c2ccccc2)cc1OC
→ -0.6	9	-3	nt	0	0.1	-69	0	102	0
COc1ccc(NC(=O)CCCn2c(=O)c3sccc3n(Cc3cccc(C)c3)c2=O)cc1
→ 1.0	3	1	-5	-5	0.4	-14	-4	97	-4
CCCOc1ccc(CSc2ncn[nH]2)cc1
→ 0.4	2	-9	15	15	-0.2	-5	0	102	1
C=CCOc1ccc(C2NC(=O)NC(C)=C2C(=O)OC)cc1 (configuration not stated)
→ -0.2	2	10	-12	-1	0.4	10	-1	93	-1
COc1ccc(CCC(=O)N2c3ccccc3CC2C)cc1 (configuration not stated)
→ 0.1	0	-11	-10	1	-1.4	-1	2	88	-4
CCc1noc(C)c1C(=O)Oc1ccc(N(C)S(=O)(=O)c2ccc(C)c(C)c2)cc1
→ -0.1	-13	4	-36	2	-1.6	-5	-4	91	4
Cc1c(C(=O)N2CCc3ccccc3C2)oc2ccc(Br)cc12
→ 0.3	-11	-8	-4	-2	-2.4	0	2	97	2
O=C(N/N=C/c1cccc([N+](=O)[O-])c1)C1CC(=O)N(c2ccc(F)cc2)C1 (configuration not stated)
→ 0.0	0	12	1	-3	-1.6	4	1	92	2
COc1ccccc1C(=O)Oc1ccc(C(C)C)cc1
→ -0.2	-7	-2	-6	-1	0.9	1	3	97	0
CCOc1ccccc1C(=O)N(Cc1ccc(C)o1)C1CCS(=O)(=O)C1 (configuration not stated)
→ 0.0	1	-11	-3	15	-2.8	6	1	99	1
CCC1(C(=O)OC)NC(c2ccco2)C2C(=O)N(c3ccc(F)cc3)C(=O)C21 (configuration not stated)
→ -0.2	10	-6	11	-13	-0.3	-1	0	101	0
CC1CCCN(C(=O)c2cc(-c3cccs3)nc3ccccc23)C1 (configuration not stated)
→ 0.2	9	-2	-1	4	1.3	1	-1	91	-1
O=C(O)C1CCN(C(=O)CSc2nc3ccccc3c(=O)n2-c2ccc(Cl)cc2)CC1
→ 0.0	3	-3	17	15	-1.7	7	2	99	4
O=C(Nc1ncc(Cc2cccc(Cl)c2)s1)c1cccs1
→ 0.6	-4	3	nt	8	4.3	-6	-3	95	1
Cc1ccc(NC2c3ncccc3C(=O)N2Cc2cccs2)cc1C (configuration not stated)
→ 0.1	-3	-15	-1	5	1.1	-10	-3	107	4
CC(C)c1ccc(/C=N/N2CCN(c3ccccn3)CC2)cc1
→ -0.2	-14	-1	-5	4	4.6	-6	1	99	14
COc1cc2nc(C3CC3)n(NC(=O)c3ccc(F)cc3)c(=O)c2cc1OC
→ -0.2	0	4	5	1	-0.7	5	3	105	1
Cc1cc(NC(=O)COC(=O)c2cc([N+](=O)[O-])ccc2N2CCOCC2)ccc1Br
→ 0.4	-11	1	-21	-3	-2.6	-15	0	95	14
CC(C)OP(=O)(OC(C)C)C(O)c1ccc(N(C)C)cc1 (configuration not stated)
→ -0.3	-4	10	-3	-2	-2.9	-8	1	91	-1
O=C(CCCSc1nc2ccccc2[nH]1)NCc1ccccc1F
→ 0.0	6	-3	7	0	-2.5	3	2	103	-2
Cc1cc2ccccc2n2c(SCC(=O)Nc3ccc(S(=O)(=O)N4CCC(C)CC4)cc3)nnc12
→ 0.2	-5	12	0	5	0.0	3	5	68*	13
Cc1ccc(S(=O)(=O)N2CCCCC2)cc1C(=O)Nc1cccnc1
→ 0.0	-1	-3	-3	5	-0.1	1	1	99	0
COCCN(C(=O)COC(=O)c1cc(C)oc1C)c1c(N)n(Cc2ccccc2)c(=O)[nH]c1=O
→ -0.1	7	6	-1	-8	-2.7	7	4	95	-9

# No new results follow: six of the compounds above.
# Every second line gives: aDG glyco up	ABHD5-PLIN5 inh	NOD2 RIPK2 PPI	Vif inh	MC4R antagonist	MC4R ag barr	TLR9-MyD88 block	Glyco luc inh	ABCB6 inh 2	Granule exo inh
O=C(Nc1ncc(Cc2cccc(Cl)c2)s1)c1cccs1
→ 0.6	-4	3	nt	8	4.3	-6	-3	95	1
Cc1ccc(NC2c3ncccc3C(=O)N2Cc2cccs2)cc1C (configuration not stated)
→ 0.1	-3	-15	-1	5	1.1	-10	-3	107	4
CC(C)c1ccc(/C=N/N2CCN(c3ccccn3)CC2)cc1
→ -0.2	-14	-1	-5	4	4.6	-6	1	99	14
COc1cc2nc(C3CC3)n(NC(=O)c3ccc(F)cc3)c(=O)c2cc1OC
→ -0.2	0	4	5	1	-0.7	5	3	105	1
Cc1cc(NC(=O)COC(=O)c2cc([N+](=O)[O-])ccc2N2CCOCC2)ccc1Br
→ 0.4	-11	1	-21	-3	-2.6	-15	0	95	14
CC(C)OP(=O)(OC(C)C)C(O)c1ccc(N(C)C)cc1 (configuration not stated)
→ -0.3	-4	10	-3	-2	-2.9	-8	1	91	-1

# Additional compounds:
# Every second line gives: aDG glyco up	ABHD5-PLIN5 inh	NOD2 RIPK2 PPI	Vif inh	MC4R antagonist	MC4R ag barr	TLR9-MyD88 block	Glyco luc inh	ABCB6 inh 2	Granule exo inh
COc1ccc(N(CC(=O)O)S(=O)(=O)c2ccccc2[N+](=O)[O-])c(OC)c1
→ 0.4	-1	6	nt	21	0.3	-2	3	99	3
O=C(CNC(=O)c1cccc(-n2cnnn2)c1)Nc1ccc(F)c(F)c1
→ 0.4	1	1	14	4	-1.1	6	1	97	4
O=C(NCC(=O)N1CCC(Cc2ccccc2)CC1)c1ccc(Cl)cc1
→ 0.3	-9	-2	-11	5	-1.0	-2	-2	96	3
COc1ccc(-n2nc(C(=O)NCC(=O)N(C)Cc3ccccc3)c3ccccc3c2=O)cc1
→ -0.3	8	-9	21	14	3.3	5	0	99	-3
CCC(C(=O)NC(C)(C)C)N(C(=O)c1ccc(Cl)nc1)C1CCCC1 (configuration not stated)
→ 0.2	-3	-8	15	19	0.7	-2	1	105	11
CC(C)COc1ccc(C(=O)N/C(=C\c2cccc([N+](=O)[O-])c2)C(=O)OC(C)C)cc1
→ 0.0	-1	0	16	-7	0.6	-22	-9	84	-5
COc1cccc(C(=O)Nc2sc3c(c2C#N)CCN(C(C)=O)C3)c1
→ -0.3	1	-9	-1	-12	-3.2	-4	20	108	-2
O=C1c2ccccc2C(O)N1CCN1CCOCC1 (configuration not stated)
→ -0.1	9	-13	17	16	0.0	-3	0	118	-3
CNC(=O)CSc1nc2[nH]ncc2c(=O)[nH]1
→ -0.4	-9	-2	nt	9	-2.5	6	0	102	8
COc1ccc(-c2csc(NC(=O)CCCc3cccs3)n2)cc1
→ -0.1	-4	-6	-4	9	0.7	5	0	99	-4
COc1ccc(C(=O)N(C)C2CCCCC2)cc1OC1CCN(C(C)C)CC1
→ -0.1	-4	4	2	12	0.0	5	1	94	-1
CC(C)(C)c1nn2cnnc2n(/N=C/c2ccccc2)c1=O
→ 0.0	5	13	-1	-1	-1.1	-5	-1	90	-5

# ABCB6 inh 2, what is marked active above.
# Every second line gives: aDG glyco up	ABHD5-PLIN5 inh	NOD2 RIPK2 PPI	Vif inh	MC4R antagonist	MC4R ag barr	TLR9-MyD88 block	Glyco luc inh	ABCB6 inh 2	Granule exo inh
Cc1cc2ccccc2n2c(SCC(=O)Nc3ccc(S(=O)(=O)N4CCC(C)CC4)cc3)nnc12
→ 0.2	-5	12	0	5	0.0	3	5	68*	13
